TRPC6 inhibitor: blocks the mouse TRPC6 cation channel | B-score at 10 µM | hit rate 1.1% among 310,000 | HEK293-TRPC6, membrane potential dye, ACh-evoked depolarization; stronger effect = lower value | AID 2553 | Q61143;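 active means B-score under library mean minus 3 SD, initial fluorescence not abnormally high, positive integrated signal ratio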;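 further: B-score derived from integrated fluorescence ratio over the kinetic read; more negative B-score means stronger inhibition of depolarization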
KLF5 inhibitor: inhibitors of KLF5 expression. DLD-1 KLF5 promoter-luciferase reporter, luminescence. inhibition, % at 5 µM. hit rate 0.23% among 290,000. AID 1700;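 active means inhibition above a per-plate limit of that plate's mean compound inhibition plus 3 SD, cut at about 60% in these data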;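 further: 0% = DMSO wells and 100% = LY294002 at 200 µM; higher means less KLF5 promoter-driven luciferase light; inactives centre near -14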
TRPC4 agonist: opens the mouse TRPC4 cation channel | B-score at 10 µM | AID 2237 | HEK293 TRPC4beta/mu-opioid, Fluo4 calcium fluorescence; stronger effect = higher value | hit rate 0.49% among 310,000 | Q9QUQ5;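 active means B-score above 5 SD of library B-scores, and initial fluorescence ratio not above library mean plus 5 SD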;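 further: positive B-score marks a calcium rise read as TRPC4 activation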
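Technique: kinetic Fluo4 calcium fluorescence; Test system: TRPC4beta and mu-opioid receptor HEK293 stable cells; Measure: B-scored integrated calcium fluorescence ratio; Benchmarks: low control buffer alone, high control maximal DAMGO; Schedule: 45 min room-temperature Fluo4 loading, 110 s read.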
HIF act: HIF pathway transcriptional activation | activation, % at 7.5 µM (by protocol) | U2OS HRE-luciferase reporter, luminescence; normalized: DMSO 0%, desferrioxamine 100% | hit rate 0.32% among 300,000 | AID 1910;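 active means mean activation of at least 10% of the iron chelator positive control signal, with at least half of replicates also reaching 10%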
MrgX1 antag: blocks BAM8-22 activation of human MrgX1 receptor | hit rate 1.3% among 310,000 | Q96LB2 | MRGX1-HEK293 calcium flux, Fluo-4, BAM8-22 antagonism; stronger effect = lower value | B-score at 10 µM;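 active means calcium-response B-score plate-corrected more than 3 library SD below zero, starting fluorescence within 5 deviations, no agonist response on first addition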;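 further: peak minus trough fluorescence over baseline after final BAM8-22 challenge near maximal dose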
Target sequence (Q96LB2 whole entry, looked up): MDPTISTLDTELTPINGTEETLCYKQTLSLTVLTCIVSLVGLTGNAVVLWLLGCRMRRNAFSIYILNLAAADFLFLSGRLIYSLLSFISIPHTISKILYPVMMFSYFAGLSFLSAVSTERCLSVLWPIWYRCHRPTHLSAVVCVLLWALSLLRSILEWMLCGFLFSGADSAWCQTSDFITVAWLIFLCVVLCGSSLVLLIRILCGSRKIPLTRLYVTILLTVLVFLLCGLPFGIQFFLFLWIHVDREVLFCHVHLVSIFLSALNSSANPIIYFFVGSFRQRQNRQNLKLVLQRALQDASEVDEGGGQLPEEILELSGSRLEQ
aSyn 5UTR inh: MLPCN primary screen, SNCA 5' untranslated region; alpha-synuclein 5'UTR reporter, inhibitor activity; inhibition, % (tested at 7.5 µM); hit rate 0.82% among 300,000; AID 1813; in the data active means inhibition above about 60%;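 further: H4 neuroglioblastoma cells stably carrying SNCA 5'UTR luciferase fusion; 0% = DMSO wells and 100% = positive control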
TRPC4 PAM: TRPC4 (mouse) allosteric potentiation. Q9QUQ5. HEK293 TRPC4beta/mu-opioid, DAMGO EC20, Fluo-4 Ca2+ flux; stronger effect = higher value. B-score at 10 µM. hit rate 0.42% among 310,000. AID 2227;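 active means B-score of calcium response area above 5 SD of library B-scores, with initial fluorescence ratio within 5 SD of library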;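 further: B-score of integrated fluorescence ratio over time as area under calcium response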
IEC-6 tox: IEC-6 cytotoxicity, counter-screen for KLF5 inhibitors; luminescence viability; inhibition, % at 5 µM; hit rate 0.78% among 290,000; in the data active means inhibition above about 22%;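 further: 0% = plate median of test compound wells and 100% = cytotoxic reference compound wells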
SKKanGAS inh: blocks kanamycin growth of S. pyogenes SKKanGAS strain; BacTiter-Glo, 6 h; inhibition, % at 7.5 µM; hit rate 1.3% among 300,000;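 active means mean replicate score, as percent of positive control median, at least 50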;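 further: strain carries kanamycin resistance gene driven by streptokinase promoter and grows in 40 µg/ml kanamycin; loss of luminescence reflects streptokinase promoter inhibition or plain growth inhibition; 0% = median of DMSO wells and 100% = positive control at its reference dose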
TRPC6 act: mouse TRPC6 channel activation | Q61143 | HEK293-TRPC6 membrane potential dye fluorescence; stronger effect = higher value | B-score at 10 µM | hit rate 0.13% among 310,000 | AID 2550;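 active means B-score of the integrated fluorescence ratio above library mean plus 3 SD, and starting fluorescence ratio within library mean plus 5 SD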;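 further: higher score means more depolarization so channel activation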
TRPC4 inh: TRPC4 (mouse) channel inhibition. hit rate 0.39% among 300,000. B-score at 10 µM. Q9QUQ5. HEK293 TRPC4beta/mu-opioid, DAMGO-evoked Fluo4 calcium flux; stronger effect = lower value. AID 2247;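 active means B-score over 3 SD under the library average, no early fluorescence shift, positive overall ratio signal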
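Assay system: HEK293 cells with stable TRPC4beta plus mu-opioid receptor expression. Dosing: single dose. Measured by: Fluo4 Ca2+ flux fluorescence. Also added: DAMGO in two steps, submaximal then maximal. Read-out: B score from integrated Fluo4 fluorescence ratio.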
* hit, by the source's call; i = inactive; / = not tested or not shown. Hits appear at their usual frequency. Share with any hit: about 5.8%.

SMILES | TRPC6 inhibitor | KLF5 inhibitor | TRPC4 agonist | HIF act | MrgX1 antag | aSyn 5UTR inh | TRPC4 PAM | IEC-6 tox | SKKanGAS inh | TRPC6 act | TRPC4 inh
COc1ccc(N2CCN(C(=O)C(CCSC)N=C3NS(=O)(=O)c4ccccc43)CC2)cc1 (stereo not drawn) | i | -13 | i | -1.6 | i | 22 | i | -10 | -16 | i | i
CC(=O)Nc1cccc(/C(C)=N/NC(=O)c2ccc(NS(=O)(=O)c3cccs3)cc2)c1 | i | -37 | i | 0.0 | i | -5 | i | -2 | 0 | i | i
CCCc1cc(=O)oc2cc(C)cc(OCC(=O)Nc3ccc(S(N)(=O)=O)cc3)c12 | i | -10 | i | -0.8 | i | -19 | i | 1 | 1 | i | i
CCOC(=O)c1ccc(S(=O)(=O)N2CCC(C(=O)OCC)CC2)cc1 | i | 28 | i | -0.2 | i | 2 | i | 4 | 6 | i | i
CC(C)(C)C(=O)OCc1nc(-c2ccc(F)cc2)cs1 | i | -1 | i | 3.5 | i | -106 | i | 1 | -5 | i | i
COc1ccccc1CN(C)C(=O)c1cnc(C)cn1 | i | -32 | i | -1.3 | i | 15 | i | -12 | -4 | i | i
Cc1cc(SCc2ccccc2Cl)nc(=O)[nH]1 | i | -11 | i | 1.7 | i | 8 | i | 1 | -1 | i | i
CCOC(=O)c1c(NC(=S)Nc2ccc(C)cc2)sc2c1CCC2 | i | -4 | i | 0.5 | i | -14 | i | 6 | 6 | i | i
COc1cc(OC)c(CN2CCC(CO)(CCOc3ccccc3)CC2)c(OC)c1 | i | -27 | i | -0.3 | i | 19 | i | 14 | -1 | i | i
COc1ccc(-c2nc(C(N)=O)c3[nH]c(=O)n(-c4cccc(Cl)c4)c3n2)cc1OC | i | -19 | i | -0.3 | / | 17 | i | 2 | 28 | i | i
O=C(O)c1ccc(CSc2nnc(-c3ccco3)o2)cc1 | i | -24 | i | -0.3 | i | 10 | i | 2 | -1 | i | i
CCC(C)NC(=O)COC(=O)c1oc2ccccc2c1CSc1ccc(Cl)cc1 (stereo not drawn) | i | -24 | i | 0.1 | i | 0 | i | 3 | -5 | i | i
O=C(Nc1ccccc1)NC1CCN(Cc2nnnn2C2CCCCC2)CC1 | i | -12 | i | 0.1 | i | 20 | i | 2 | -7 | i | i
O=C(CSc1nc(-c2ccccc2)cs1)NCc1ccco1 | i | -51 | i | 1.1 | i | -17 | i | 2 | -8 | i | i
Cc1ccc(S(=O)(=O)Nc2ccc(=O)n(Cc3ccc(Cl)c(Cl)c3)c2)cc1 | i | 5 | i | -0.1 | i | 30 | i | 0 | 13 | i | i
COc1ccc(S(=O)(=O)N2CCN(CC(=O)Nc3cccc(OC)c3)CC2)cc1 | i | 8 | i | -0.5 | i | -37 | i | 2 | -1 | i | i
O=C(NCCc1ccc2c(c1)OCCO2)c1cc(F)cc(F)c1 | i | -9 | i | 1.5 | i | -50 | i | -2 | -2 | i | i
S=C(Nc1ccccc1)Nc1ccc(Br)cc1 | i | -44 | i | 1.7 | -7.3* | -15 | i | -1 | 6 | i | i
O=S(=O)(CCNCc1cccs1)c1ccc(Cl)cc1 | i | 7 | i | -0.3 | i | -11 | i | 10 | 6 | i | i
Cc1ccc(S(=O)(=O)N2CCOCC2)cc1C(=O)OCC(=O)NC1CCS(=O)(=O)C1 (stereo not drawn) | i | -24 | i | 0.0 | i | 3 | i | 1 | -7 | i | i
CN(c1ccc(OCC(=O)OCC(=O)Nc2ccccc2)cc1)S(=O)(=O)c1ccc(F)cc1 | i | -27 | i | -0.2 | i | 2 | i | 0 | -1 | i | i
Cc1cc(-c2ccc(S(=O)(=O)NCc3ccc(F)cc3)cc2)on1 | i | -14 | i | -0.1 | i | 14 | i | -2 | -6 | i | i
Cc1ccc(NC(=O)CSc2nc(-c3ccco3)nc3cc(=O)[nH]n23)c(Cl)c1 | i | -31 | i | 1.1 | i | 6 | i | -22 | -1 | i | i
Cc1ccc(CNC(=O)c2nccnc2C(=O)O)cc1 | i | -39 | i | -0.9 | i | -4 | i | -2 | 2 | i | i
COc1cc(CN2CCC(C(=O)NCCC(C)C)CC2)ccc1OCc1ccccc1 | i | -31 | i | 2.5 | i | -173 | i | 0 | 4 | i | i
CC1(c2ccccc2)NC(=O)N(CC(=O)Nc2nnc(C3CC3)s2)C1=O (stereo not drawn) | i | -4 | i | 0.0 | i | 5 | i | -1 | -2 | i | i
O=C(O)CC12CC3CC(C1)CC(n1ncc(NCc4ccc5c(c4)OCO5)c(Cl)c1=O)(C3)C2 | i | -11 | i | 0.0 | i | 5 | i | -4 | 6 | i | i
CCc1ccc(-c2csc(NC(=O)C3CC(=O)N(c4ccc5c(c4)OCCO5)C3)n2)cc1 (stereo not drawn) | i | -41 | i | -0.5 | i | -16 | i | -7 | 28 | i | i
COc1ccc(NC(=O)c2cc(S(=O)(=O)N3CCOCC3)cn2C)cc1Cl | i | -2 | i | 0.1 | i | -8 | i | 12 | 5 | i | i
C/C(=N/NC(=O)c1ccoc1C)c1ccc(NC(=O)C2CCCC2)cc1 | i | -112 | i | 1.7 | i | -121 | i | -2 | -11 | i | i
Cc1noc(NC(=O)c2c(-c3c(Cl)cccc3Cl)noc2C)c1[N+](=O)[O-] | i | 0 | i | -0.4 | i | 2 | i | -4 | 15 | i | i
CCc1nc(N2CCN(C(=O)c3ccccc3)CC2)c2c3c(sc2n1)CCCC3 | i | -25 | i | -0.5 | i | 17 | i | -7 | 16 | i | i
O=C(O)c1ccc(NCCc2ccc(Cl)cc2)c([N+](=O)[O-])c1 | i | -56 | i | 0.0 | i | 7 | i | -2 | 13 | i | i
CCn1c2ccc(CC(=O)O)cc2c2cc(CC(=O)O)ccc21 | i | -22 | i | -0.6 | i | 7 | i | 4 | 7 | i | i
COc1ccc(C(=O)Nc2ccc(/C(C)=N/NC(=O)c3ccccc3O)cc2)cc1OC | i | -96 | i | 1.0 | i | -69 | i | 2 | 2 | i | i
Cc1ccccc1NC(=O)Cc1nnc(SCC(=O)NC2CCCC2)n1C | i | -6 | i | 0.1 | i | 9 | i | 2 | -4 | i | i
C#Cc1ccc(CN2CCCC(C(=O)Nc3ccccc3Oc3cccnc3)C2)cc1 (stereo not drawn) | i | -5 | i | -0.4 | i | 25 | i | -2 | 0 | i | -6*
COc1cccc(Nc2cc(C)c3ccccc3n2)c1 | i | -83 | i | 1.4 | i | -63 | i | 11 | -1 | i | i
CCOc1ccc2[nH]c(SCC(=O)OC)c([N+](=O)[O-])c2c1 | i | 17 | i | 1.2 | -4.8* | 21 | i | 0 | 0 | i | i
Cc1ccc(Nc2nc(N)nc(CSC(=S)N3CCN(c4ccccc4)CC3)n2)cc1 | i | -24 | i | 0.6 | i | 13 | i | -9 | 19 | i | i
Cc1ccc(N(CC(=O)NC2CCCC2)C(=O)c2c(C)noc2C)cc1C | i | 8 | i | 0.5 | i | 24 | i | -10 | -7 | i | i
CNC(=O)/C(C#N)=C\c1ccc(CNS(=O)(=O)c2ccc(Cl)cc2)o1 | i | -8 | i | -0.1 | i | -10 | i | 6 | -5 | i | i
Cc1ccc(C2=NN(CC(=O)NCCN(C)C)C(=O)CC2)cc1 | i | 20 | i | 0.6 | i | -1 | i | 4 | 4 | i | i
COc1ccc(OCc2nnc(SCC(=O)N(C)Cc3ccccc3)n2N)cc1 | i | 5 | i | 0.3 | i | -30 | i | -8 | 2 | i | i
O=c1c2ccccc2nc(SCc2cn3ccsc3n2)n1-c1ccc(F)cc1 | i | 1 | i | -0.3 | i | 28 | i | -3 | 4 | i | i
COC(=O)C1=C(C)N(Cc2ccc(OC)c(OC)c2)C(=O)C1 | i | -22 | i | 0.1 | i | 17 | i | -5 | -2 | i | i
CN(c1ccc(F)cc1)S(=O)(=O)c1ccc(Cl)c(C(=O)OCC(=O)NCc2ccco2)c1 | i | 6 | i | -0.5 | i | -14 | i | 0 | -1 | i | i
CC(=O)c1ccc(CCCCCCCCCC(=O)O)s1 | i | -24 | i | 0.1 | i | 21 | i | 10 | -1 | i | i
O=C1c2ccccc2C(Nc2ccc3c(c2)OCCO3)N1c1ccc(Cl)cn1 (stereo not drawn) | i | -79 | i | 1.4 | i | -76 | i | -6 | 3 | i | i
O=C(O)c1ccc(NC(=S)NC(=O)c2cccc(COc3ccccc3)c2)cc1 | i | -18 | i | -0.3 | i | -5 | i | 9 | 58* | i | i
O=c1cc(N2CCc3ccccc3C2)[nH]c(=O)n1-c1ccc(Br)cc1 | i | -12 | i | -0.5 | i | 28 | i | 0 | -13 | i | i
COc1ccccc1N1CCN(C(=O)C2CC2)CC1 | i | / | i | 0.8 | i | -2 | i | / | 6 | i | i
CC1C(=O)Nc2ccc(S(=O)(=O)N3CCc4ccccc4C3)cc2NC1=O (stereo not drawn) | i | 8 | i | -0.8 | i | 48 | i | 9 | 10 | i | i
O=C(CC1C(=O)NCCN1Cc1cccc(Oc2ccccc2)c1)NCCc1ccccn1 (stereo not drawn) | i | -15 | 115* | 0.6 | i | 0 | i | 2 | 5 | i | i
Cc1ccnc(NS(=O)(=O)c2ccc(-n3cccn3)cc2)c1 | i | -26 | i | -0.3 | i | -8 | i | 9 | -3 | i | i
O=C(c1ccco1)N1N=C2CCCCCC2C1(O)C(F)(F)F (stereo not drawn) | i | -10 | i | 0.9 | i | 16 | i | -1 | -5 | i | i
COc1ccc(N/C=C/C(=O)c2ccc(OC)c(OC)c2)cc1 | i | -13 | i | -0.1 | i | -27 | i | 6 | -3 | i | i
CCCCOc1nc2c(c(=O)n(C)c(=O)n2C)n1C | i | -3 | i | 0.8 | i | -1 | i | 1 | 1 | i | i
CCOc1ccc(N2CC(O)=C(c3nc4ccccc4c(=O)[nH]3)C2=N)cc1 | i | -5 | i | 0.0 | i | -27 | i | -7 | 8 | i | i
O=C(NCCN1CCN(C(=O)c2ccc(Br)cc2)CC1)c1ccc(Br)cc1 | i | -15 | i | -0.3 | i | 16 | i | 5 | -1 | i | i
O=C(CN(C(=O)c1cc2c(s1)CCC2)C1CCCC1)NCc1cccs1 | i | 13 | i | 0.5 | i | 15 | i | 5 | 9 | i | i

Screens deposited in PubChem by several laboratories.
